Compound activity (PubChem BioAssay)
TRPC4 PAM = TRPC4 (mouse) allosteric potentiation; Q9QUQ5; HEK293 TRPC4beta/mu-opioid, DAMGO EC20, Fluo-4 Ca2+ flux; stronger effect = higher value; B-score at 10 µM; 310,000 tested, 0.42% active; AID 2227;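 active = B-score of calcium response area above 5 SD of library B-scores, with initial fluorescence ratio within 5 SD of library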;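 also: B-score of integrated fluorescence ratio over time as area under calcium response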
Target sequence (Q9QUQ5 whole entry, looked up): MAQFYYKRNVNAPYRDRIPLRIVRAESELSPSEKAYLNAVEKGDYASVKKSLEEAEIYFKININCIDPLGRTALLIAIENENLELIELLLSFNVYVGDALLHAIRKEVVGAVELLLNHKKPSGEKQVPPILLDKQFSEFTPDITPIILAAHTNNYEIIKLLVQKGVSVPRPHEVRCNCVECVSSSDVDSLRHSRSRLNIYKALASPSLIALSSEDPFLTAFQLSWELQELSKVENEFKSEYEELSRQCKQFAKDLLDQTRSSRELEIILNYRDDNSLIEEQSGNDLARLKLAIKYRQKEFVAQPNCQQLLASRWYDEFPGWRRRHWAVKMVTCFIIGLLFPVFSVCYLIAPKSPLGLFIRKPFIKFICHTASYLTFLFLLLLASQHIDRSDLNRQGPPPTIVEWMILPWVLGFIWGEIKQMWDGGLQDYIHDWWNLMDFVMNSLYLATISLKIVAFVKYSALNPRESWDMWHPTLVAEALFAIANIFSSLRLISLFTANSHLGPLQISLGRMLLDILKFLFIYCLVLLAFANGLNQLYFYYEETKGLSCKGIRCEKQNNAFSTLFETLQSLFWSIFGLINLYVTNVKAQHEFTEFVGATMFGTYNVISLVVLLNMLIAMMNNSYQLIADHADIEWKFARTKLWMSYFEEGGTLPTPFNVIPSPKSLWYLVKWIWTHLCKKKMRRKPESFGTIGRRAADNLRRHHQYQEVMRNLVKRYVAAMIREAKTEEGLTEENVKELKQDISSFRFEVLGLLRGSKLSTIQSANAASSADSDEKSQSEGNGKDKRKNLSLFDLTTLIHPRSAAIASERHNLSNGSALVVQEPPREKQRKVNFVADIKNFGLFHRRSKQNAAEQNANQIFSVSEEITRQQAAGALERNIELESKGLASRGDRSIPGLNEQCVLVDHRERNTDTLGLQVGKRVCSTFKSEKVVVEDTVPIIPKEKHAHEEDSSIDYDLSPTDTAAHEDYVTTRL
TRPC4 agonist = activators of mouse TRPC4 channel; Q9QUQ5; AID 2237; 310,000 tested, 0.49% active; B-score at 10 µM; HEK293 TRPC4beta/mu-opioid, Fluo4 calcium fluorescence; stronger effect = higher value;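 active = B-score above 5 SD of library B-scores, and initial fluorescence ratio not above library mean plus 5 SD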;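 also: positive B-score marks a calcium rise read as TRPC4 activation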
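Incubation: 45 min room-temperature Fluo4 loading, 110 s read / System: HEK293 cells stably co-expressing mouse TRPC4beta and mu-opioid receptor / Signal: Fluo4 fluorescence, kinetic / Control set: buffer (low) and maximal DAMGO (high) / Measure: integrated baseline-normalised fluorescence ratio, converted to per-well B score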
KCNQ1 act = potentiators or activators of human KCNQ1 potassium channel | P51787 | CHO-K1 KCNQ1, thallium flux FluxOR fluorescence; stronger effect = higher value | B-score at 10 µM | 310,000 tested, 0.35% active | AID 2648;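 active = fluorescence ratio B-score, a plate-corrected score, at least three library SD, with initial intensity B-score within 5 SD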
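assay system = KCNQ1-transfected CHO-K1 cells | medium = assay buffer with matched DMSO | probe or stimulus = depolarizing K+/Tl+ stimulus, K2SO4 and Tl2SO4 each 12.5 mM in 5x stock | dosing = single dose | incubation = dye 90 min, compound 20 min, room temperature | detection = kinetic FluxOR fluorescence, 10 s baseline plus 110 s post-stimulus | evaluation = ratio B score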
HDAC3 inh = inhibitors of human histone deacetylase 3 | recombinant HDAC3, fluorogenic peptide/trypsin coupled, fluorescence | 320,000 tested, 0.15% active | AID 2718 | inhibition, % at 8.3 µM | O15379; in the data active = inhibition above about 26%, passing the limit was not always enough
KCNQ1 block = human KCNQ1 channel inhibition; B-score at 10 µM; P51787; 310,000 tested, 1.3% active; CHO-K1 KCNQ1, FluxOR thallium flux fluorescence; stronger effect = higher value;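 active = compounds whose thallium flux B-score, printed positive for inhibition, exceeds three library SD while starting fluorescence stays within three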;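 also: channel opened by potassium depolarization with thallium stimulus after 20 min compound exposure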
KCNK3 inh = human KCNK3 channel inhibition, primary screen; O14649; CHO-KCNK3 thallium flux, FluxOR fluorescence; stronger effect = lower value; B-score at 10 µM; 340,000 tested, 0.84% active;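 active = B-score under library mean minus 4 SD, starting fluorescence ratio at most library mean plus 5 SD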;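 also: more negative B-score means stronger inhibition of thallium flux through KCNK3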
ANO1 activ = mouse TMEM16A channel activation, primary screen; Q8BHY3; HEK293 TMEM16A/YFP-H148Q/I152L, iodide quench fluorescence; stronger effect = lower value; B-score at 10 µM; 340,000 tested, 0.3% active;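 active = fluorescence-ratio B-score plate-corrected deviation score at least 3 library SD below zero, with starting fluorescence score within 5 deviations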;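 also: channel opened by trigger with iodide after compound preincubation; score built on the fluorescence ratio of max minus min over baseline; more negative score means more quench and so TMEM16A activation or potentiation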
KCNK9 block = human KCNK9 channel inhibition; AID 488922; B-score at 10 µM; 310,000 tested, 1.2% active; Q9NPC2; HEK293 KCNK9, FluxOR thallium flux fluorescence; stronger effect = lower value;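 active = ratio B-score over 3 SD below the library mean, with starting fluorescence within 5 SD of its mean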;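 also: negative B-score means less thallium flux so channel inhibition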
DYRK1A inh = inhibitors of rat Dyrk1A kinase | Q63470 | 310,000 tested, 0.43% active | ADP-Glo luminescence, NFATc1 peptide | AID 504441 | inhibition, % at 12.5 µM; in the data active = inhibition above about 50%;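 also: plate controls were vehicle with enzyme for no effect and no enzyme for full effect; many of its hits are not listed in these tables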
hERG protect = hERG (human) protection from proarrhythmic block; CHO-hERG, FluxOR thallium flux, dofetilide IC70 present; activation (rescue from dofetilide block), less the hit threshold, % at 10 µM; 310,000 tested, 0.51% active; AID 1511;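 active = activation above the mean of controls blocked by dofetilide plus 5 SD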;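 also: thallium influx through hERG after potassium depolarization seen as dye fluorescence rise; in these data hits start at about 4.7%; inactives centre near -7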
ANO1 block = inhibitors of mouse TMEM16A calcium-activated chloride channel; 310,000 tested, 1.2% active; HEK293 TMEM16A/YFP iodide influx fluorescence, ionomycin; Q8BHY3; normalized B-score (activity score, 25-100; higher = stronger inhibition) at 10 µM;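 active = ratio plate-corrected score three or more library SD toward inhibition, starting fluorescence score within five deviations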;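 also: score derived from kinetic fluorescence span divided by baseline fluorescence per well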
Active calls of the source: *; i = inactive; · = no result given. These rows are one share of the data; rates above refer to the full screens.

SMILES	TRPC4 PAM	TRPC4 agonist	KCNQ1 act	HDAC3 inh	KCNQ1 block	KCNK3 inh	ANO1 activ	KCNK9 block	DYRK1A inh	hERG protect	ANO1 block
CC1Oc2ccccc2N(CC(=O)N2CCc3ccccc32)C1=O (stereo not given)	i	i	i	8.5	i	i	i	i	-10.6	-9.9	i
O=C(CN1C(=O)S/C(=C/C=C/c2ccccc2)C1=O)Nc1ccc(C(=O)O)cc1	i	i	i	3.7	i	i	i	i	1.3	-5.7	i
CCCCN(C)C(=O)c1cc2cc3ccc(OC)cc3nc2o1	i	i	i	-6.6	i	i	i	i	49.1	-5.1	i
O=C(Nc1nccs1)c1ccc2ccccc2n1	i	i	i	4.0	i	i	i	i	8.0	-4.9	i
O=C(CN1CCOCC1)Nc1c(-c2ccccc2)c2cc(Br)ccc2[nH]c1=O	i	i	i	2.2	i	i	i	i	-11.0	-16.1	i
COc1ccccc1NC(=O)CSc1nc2[nH]ncc2c(=O)[nH]1	i	i	i	1.8	i	i	i	i	-5.6	-16.6	i
COc1cccc(N=c2oc3c(C)ncc(CO)c3cc2C(=O)Nc2ccccc2OC)c1	i	i	i	·	i	·	·	i	·	-11.2	·
CC1Cc2ccccc2N1C(=O)CSc1nnc(C2CC2)n1C (stereo not given)	i	i	i	-17.3	i	i	i	i	-0.9	-4.8	i
O=C(Nc1ccccc1Cc1ccccc1)c1ccncc1	i	i	i	7.4	i	i	i	i	0.5	-8.7	i
Cc1ccc(S(=O)(=O)N2CCN(c3ccc([N+](=O)[O-])c(Sc4nncn4C)c3)CC2)cc1	i	i	i	4.2	i	i	i	i	4.5	-6.3	i
N=c1n(CCN2CCCCC2)c2ccccc2n1CC(O)c1ccco1 (stereo not given)	i	i	i	-1.7	i	i	i	i	·	-6.6	i
N#CCC(=O)Nc1ccc(C(=O)OCC(=O)Nc2cccc(C(F)(F)F)c2)cc1	i	i	i	2.5	i	i	i	i	4.0	-11.0	i
CCSC1=N/C(=C\c2ccc(C)s2)C(=O)S1	i	i	i	10.7	i	i	i	i	5.4	-6.6	i
CC1CCC(NC(=O)C2CCN(S(=O)(=O)c3ccc4nc5c(c(C(=O)O)c4c3)CC(C)CC5)CC2)CC1 (stereo not given)	i	i	i	-0.7	i	i	i	i	0.8	-4.0	i
Cn1cnnc1SCc1ccc(C(=O)n2ncc(C#N)c2N)cc1	i	i	i	7.5	i	i	i	i	0.9	-0.6	i
COc1ccc(OC)c(S(=O)(=O)NC(C)(C)C)c1	i	i	i	4.8	i	i	i	i	1.7	-3.4	i
Cc1ccc(S(=O)(=O)N(CCC#N)CCN2CCCC2)cc1	i	i	i	9.5	i	i	i	i	6.0	-5.9	i
CCn1ncc(C2C(C(=O)Nc3ccc(C)cn3)=C(C)NC3=C2C(=O)CCC3)c1C (stereo not given)	i	i	i	-7.5	i	i	i	i	-1.2	-8.3	i
O=C(NCC1CCCCC1)C1CCN(C(=O)NC2CCCCC2)CC1	i	i	i	1.8	i	i	i	i	-12.7	-10.1	i
O=C(NNC(=O)C1CCN(Cc2ccc(F)cc2Cl)CC1)Nc1ccc([N+](=O)[O-])cc1	i	i	i	5.2	i	i	i	i	-1.9	-9.8	i
COCCCNC(=O)c1c[nH]c2ccc(S(=O)(=O)N3CCC4(CC3)OCCO4)cc2c1=O	i	i	i	·	i	i	i	i	4.8	-6.5	i
O=S1(=O)CC(O)C(NCc2cccnc2)C1 (stereo not given)	i	i	i	3.5	i	i	i	i	-0.6	-4.6	i
Cc1cc2cc(CNC(=O)CCC(=O)O)ccc2[nH]1	i	i	i	-12.9	i	i	i	i	6.6	-4.1	i
O=c1oc2ccccc2c(NC(c2ccccc2)c2ccccc2)c1[N+](=O)[O-]	i	i	i	-4.7	i	i	i	i	-4.2	-2.1	i
CC(C)(C)[C@H]1C=C(C(N)=O)O[C@@H](OCc2ccc(CO)cc2)C1	i	i	i	8.9	i	i	i	i	-3.1	-8.0	i
Cc1ccccc1NC(=O)c1nn(C)c2c1CS(=O)(=O)c1ccccc1-2	i	i	i	2.7	i	i	i	i	2.5	-7.6	i
CN(C)CC(=O)Nc1cc(C(F)(F)F)ccc1Cl	i	i	i	0.3	i	i	i	i	1.7	-1.6	i
CCOC(=O)/C(=C/c1ccc(Cl)cc1)NC(=O)c1ccco1	i	i	i	1.7	i	i	i	i	4.6	-0.2	i
Cc1ccc(/C=C/C(=O)NC(=S)N2CCN(C)CC2)cc1	i	i	i	2.9	i	i	i	i	-7.3	-12.0	i
CSC[C@H](NC(=O)COc1cc2c(c3oc(=O)c(C)c(C)c13)CCC(C)(C)O2)C(=O)O	i	i	i	-147.6	i	i	i	i	1.4	-0.7	i
CCOc1ccccc1/C=N/NC(=O)CNC(=O)COc1ccccc1	i	i	i	-7.1	i	i	i	i	-12.5	-11.7	i
CCOc1ccccc1C(=O)N[C@H](C(=O)OCc1cc(=O)oc2cc(C)ccc12)C(C)C	i	i	i	5.6	i	i	i	-6.72*	0.1	-9.1	i
CC(=O)N1CCc2cc(S(=O)(=O)N3CC(C)CC(C)C3)ccc21 (stereo not given)	i	i	i	8.8	i	i	i	i	-6.1	-6.6	i
COc1ccc(C2=NOC3(CC(=O)N(c4ccc(F)cc4)C3=O)C2)cc1 (stereo not given)	i	i	i	·	i	i	i	i	·	-6.5	i
Cc1ccc(CNC(=O)c2nn(C)c3c2CS(=O)(=O)c2ccccc2-3)cc1	i	i	i	-7.3	i	i	i	i	-2.5	-3.8	i
O=C(CCn1c(=S)[nH]c2ccccc2c1=O)Nc1cccc(Cl)c1	i	i	i	4.3	i	i	i	i	3.5	-5.7	i
Cc1nc(N2CCC(C)CC2)c2nnn(Cc3ccccc3)c2n1	i	i	i	5.7	i	i	i	i	-2.5	-5.2	i
COc1ccc(O)c(C(=O)CC(=O)c2ccccc2)c1	i	i	i	-1.9	i	·	·	i	·	-0.2	i
COCC1CCN(C(=O)c2cc(COc3ccc(OC)c4ccccc34)on2)C1 (stereo not given)	i	i	i	-0.3	i	i	i	i	2.4	-2.1	i
N#Cc1nc(Cc2cccc3ccccc23)oc1NCc1ccco1	i	i	i	-0.2	i	i	i	-10.5*	-1.1	-10.7	i
CCN1CCN(C(=O)C2CCC(CNS(=O)(=O)c3ccc(NC(C)=O)cc3)CC2)CC1 (stereo not given)	i	i	i	-1.6	i	i	i	i	-2.3	-4.5	i
Cc1cc(C)n(-c2ccc(C(=O)OCC(=O)c3ccc(Br)s3)cc2)n1	i	i	i	7.0	i	i	i	i	4.8	-7.5	i
Cc1ccc(/C=N/NC(=O)CCCOc2ccc(Cl)cc2Cl)cc1	i	i	i	-3.6	i	i	i	i	3.4	-11.5	i
CN(C)c1ccc(-c2nc3ccccc3c(=O)[nH]2)cc1	i	i	i	-0.5	i	i	i	i	1.5	-11.9	i
COc1ccc(C)cc1N/C(N)=N/c1nc(C)cc(C)n1	i	i	i	1.0	i	i	i	i	-2.3	-4.6	i
COCCn1c(C)cc(/C=C2/SC(=O)N(C(C)C(=O)OC)C2=O)c1C (stereo not given)	i	i	i	-2.5	i	i	i	i	-2.2	-6.6	i
Cn1c(CNC(=O)CNC(=O)c2cccc(Cl)c2)cc(=O)n(C)c1=O	i	i	i	2.1	i	i	i	i	-3.7	-4.3	i
Cc1ccc(/C=C/S(=O)(=O)NCC(=O)OCC(=O)NCc2ccccc2)cc1	i	i	i	-0.1	i	i	i	i	-10.4	-12.6	i
O=C(NCCCN1CCN(c2cccc(Cl)c2)CC1)c1ccc(N2CCCC2=O)cc1	i	i	i	2.9	i	i	i	i	-2.1	-8.0	i
C=CCNC1=C(Cl)C(=O)c2ccccc2C1=O	i	i	i	1.9	i	i	i	i	33.5	-3.6	i
O=C(O)CCNC(=O)/C(=C\c1ccco1)NC(=O)c1ccco1	i	i	i	7.9	i	i	i	i	·	-2.2	i
COc1cccc(-c2ccc(SCc3ccccn3)nn2)c1	i	i	i	3.5	i	i	i	i	6.9	-22.9	i
Cc1sc2ncnc(NCC(c3ccco3)N3CCCC3)c2c1C (stereo not given)	i	163*	i	0.2	i	i	i	i	7.0	-8.9	i
COC(=O)c1ccc(NC(=O)CN2CCN(c3ccccc3)CC2)cc1	i	i	i	-3.4	i	i	i	i	7.1	-1.9	i
Cc1oc(-c2cccc(Cl)c2)nc1CN1CCC(C(=O)NCC2CCCO2)CC1 (stereo not given)	i	i	i	2.7	i	i	i	i	-3.6	-6.4	i
Cc1ccc(C(=O)NCCCc2ccccc2)c(C)c1	i	i	i	0.2	i	i	i	i	3.8	-5.0	i
CC(=O)Nc1ccc(S(=O)(=O)NNC(=O)CCc2ccccc2)cc1	i	i	i	0.3	i	i	i	i	0.3	-7.5	i
O=C(CSc1n[nH]c(C2CCCC2)n1)NC1CCCC1	i	i	i	1.9	i	i	i	i	13.0	-7.4	i
CC1(C)Cc2c(sc3ncnc(N)c23)CO1	i	i	i	-15.5	i	i	i	i	26.8	-11.6	i
CN1CCN(C(=O)/C(=C/c2cccs2)NC(=O)c2ccco2)CC1	i	i	i	3.6	i	i	i	i	-3.7	-8.2	i

Further results.
SMILES	TRPC4 PAM	TRPC4 agonist	KCNQ1 act	HDAC3 inh	KCNQ1 block	KCNK3 inh	ANO1 activ	KCNK9 block	DYRK1A inh	hERG protect	ANO1 block
CN(C)S(=O)(=O)c1cccc(-c2nn(-c3ccccc3)cc2/C=C(\C#N)c2nc3ccccc3[nH]2)c1	i	i	i	-3.5	i	i	i	i	-1.4	-5.4	i
N#C/C=C(/c1ccc(F)cc1)N1CCOCC1	i	i	i	-1.6	i	i	i	i	·	1.5	i
COc1ccc(C(c2oc(CO)cc(=O)c2O)c2oc(CO)cc(=O)c2O)cc1OC	i	i	i	5.0	i	i	i	i	-6.9	-5.5	i
c1ccc2c(N3CCCCCC3)nc(-c3ccncc3)nc2c1	i	i	i	1.0	i	i	i	-6.59*	23.2	-16.4	i
CC(=O)OC[C@H]1O[C@@H](Sc2cccc3cccnc23)[C@H](OC(C)=O)[C@@H](OC(C)=O)[C@@H]1OC(C)=O	i	i	i	-28.6	i	i	i	i	2.0	-10.9	i
CCOC(=O)c1nnc(-c2ccc(C)cc2)nc1Sc1cccc(Cl)c1	i	i	i	-4.8	i	i	i	i	-8.8	-10.4	i
Cc1ccc(NC(=O)CCS(=O)(=O)c2ccc3c(c2)NC(=O)C(C)S3)nc1 (stereo not given)	i	i	i	-2.8	i	i	i	i	·	-3.0	i
